FEN1 inhibitor – blocks human flap endonuclease 1 | P39748 | Recombinant FEN1 flap cleavage, fluorescence, 15 min | Potency, µM (highest dose often 114 µM), without a hit: at the highest dose activity change, negative = inhibition, most hits filed as inhibitors | hit rate 0.35% among 390,000; note: nearly all actives have a fitted effect of over 65% in size
Target sequence (P39748 whole entry, looked up): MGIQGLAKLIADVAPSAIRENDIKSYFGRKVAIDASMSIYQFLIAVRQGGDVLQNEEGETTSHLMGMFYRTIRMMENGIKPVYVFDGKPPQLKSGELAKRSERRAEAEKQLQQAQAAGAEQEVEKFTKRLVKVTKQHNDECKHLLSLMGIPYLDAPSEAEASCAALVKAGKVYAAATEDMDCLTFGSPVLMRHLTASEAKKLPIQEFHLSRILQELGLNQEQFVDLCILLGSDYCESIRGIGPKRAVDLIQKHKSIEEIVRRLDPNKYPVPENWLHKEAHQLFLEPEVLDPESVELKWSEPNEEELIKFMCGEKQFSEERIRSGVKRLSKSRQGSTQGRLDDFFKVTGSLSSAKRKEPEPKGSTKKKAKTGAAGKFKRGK
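Recombinant FEN1 (10 nM) was preincubated with pin-transferred compounds for 15 min at room temperature, then flap DNA substrate (50 nM final) was added. Plates were read at 0 and 15 min, and normalized concentration–response data were fitted to a four-parameter Hill equation.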
N370S GC – inhibits or activates N370S mutant glucocerebrosidase. P04062. N370S GC spleen homogenate, 4MU-glucoside fluorescence. Potency, µM (highest dose often 59.4 µM), inactives show top-dose activity change, negative = inhibition, usual class: inhibitors. hit rate 0.092% among 330,000;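 note: 0% = full enzyme activity and -100% = no enzyme basal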
TDP1 inh – TDP1 (human) enzyme inhibition | hit rate 0.28% among 350,000 | recombinant TDP1, AlphaScreen DNA substrate cleavage | Potency, µM (series often up to 130 µM), inactives show at the highest dose activity change, negative = inhibition, most hits filed as inhibitors | Q9NUW8; note: nearly all actives have a fitted effect of over 40% in size
Target sequence (Q9NUW8 whole entry, looked up): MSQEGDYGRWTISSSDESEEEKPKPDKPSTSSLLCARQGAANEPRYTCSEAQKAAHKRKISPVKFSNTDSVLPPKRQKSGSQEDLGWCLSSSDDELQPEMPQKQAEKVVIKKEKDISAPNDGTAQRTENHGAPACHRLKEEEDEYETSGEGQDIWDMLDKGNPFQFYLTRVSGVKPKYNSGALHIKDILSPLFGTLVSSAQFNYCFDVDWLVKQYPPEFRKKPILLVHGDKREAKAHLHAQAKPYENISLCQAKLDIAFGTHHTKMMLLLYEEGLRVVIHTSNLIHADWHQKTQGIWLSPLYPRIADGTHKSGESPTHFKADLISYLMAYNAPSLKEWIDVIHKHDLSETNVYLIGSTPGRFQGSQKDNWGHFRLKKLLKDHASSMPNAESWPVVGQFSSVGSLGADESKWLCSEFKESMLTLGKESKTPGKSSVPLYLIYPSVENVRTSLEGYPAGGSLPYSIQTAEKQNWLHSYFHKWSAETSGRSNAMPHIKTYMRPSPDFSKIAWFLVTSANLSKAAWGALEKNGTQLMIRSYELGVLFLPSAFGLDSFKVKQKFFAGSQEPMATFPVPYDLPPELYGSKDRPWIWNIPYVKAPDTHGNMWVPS
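E. coli-derived human Tdp1, 1 nM final. Cpd preinc 15 min RT; substrate 15 nM final, 5 min RT; AS bead mix 10 ug/ml final, 10 min RT. Signal loss = tyrosine-FITC cleavage. No-enzyme wells = max signal.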
* marks the source's active call; other numbers are inactive results; ? = inconclusive; . = no result given; & = joins results of further samples; [ ] = remark or other dose. Calls come from the whole dose curve; as a rule, active = well fitted curve in the direction sought with a large enough effect; inconclusive = small, poorly fitted or top-dose-only effect, or another doubt; inactive = no such curve, though single readings can be large; an effect the other way counts as inactive or inconclusive. Unless noted, % is set by controls: 0 for no effect and ±100 for the full control effect; potency is the fitted concentration of half-maximal effect. Rows are unselected. About 0.57% of those tested had a hit in this group.

| # | SMILES | FEN1 inhibitor | N370S GC | TDP1 inh |
| --- | --- | --- | --- | --- |
| 1 | CCS(=O)(=O)N1CC(=O)N(c2cc(C)ccc2C)C(C)(C(=O)NC2CCCCC2)C1 (stereo not given) | 24% | . | 5% |
| 2 | Cc1ccc(CN(C(=O)COc2ccccc2[N+](=O)[O-])c2ccccn2)o1 | -3% | . | -5% |
| 3 | CCOC(=O)N1CCN(S(=O)(=O)c2c(C)nc3scc(C)n3c2=O)CC1 | ? | -4% | 1% |
| 4 | COc1cccc(CNC(=O)CCc2c(C)nc3c(c2C)c(=O)n(C)c(=O)n3C)c1 | -10% | . | -1% |
| 5 | Cc1nc(-c2cccc(S(=O)(=O)N3CCCCC3)c2)cs1 | -11% | -1% | . |
| 6 | Cc1cc(C)n(-c2nc(SCC(=O)NCC3CCCO3)c3c4c(sc3n2)CCCC4)n1 (stereo not given) | . | -3% | 6% |
| 7 | O=C(O)c1nn(CCOc2cccc(Br)c2)c(=O)c2ccccc12 | -15% | -8% | . |
| 8 | Cc1ccccc1NC(=O)Cc1nc(CCl)cs1 | 8% | 5% | 5% |
| 9 | O=S(=O)(c1cccs1)N1CN(Cc2ccccc2)c2nc3ccccc3nc21 | -21% | ? | 8% |
| 10 | c1ccc(CSc2nnc(-c3sccc3-n3cccc3)o2)cc1 | -21% | -4% | 3% |
| 11 | CCOC(=O)C1(Cc2cccc(F)c2)CCN(C(=O)c2cscn2)CC1 | 7% | -3% | . |
| 12 | O=[N+]([O-])c1ccccc1-c1ccc(CN2CCN(c3ccccc3)CC2)o1 | -16% | -7% | . |
| 13 | CN(Cc1ccc(F)cc1)C(=O)c1cccc(S(=O)(=O)NCc2ccccc2)c1 | -16% | -4% | -2% |
| 14 | Cc1c(NC(=O)NC(C)N2C(=O)C3C4C=CC(C4)C3C2=O)c(=O)n(-c2ccccc2)n1C (stereo not given) | 6% | 0% | 2% |
| 15 | C/C(=N\Nc1cccc([N+](=O)[O-])c1)c1ccccc1O | -4% | 6% | 3% |

Next records:
| # | SMILES | FEN1 inhibitor | N370S GC | TDP1 inh |
| --- | --- | --- | --- | --- |
| 16 | O=C(C1=C[C@@H](c2ccc3c(c2)OCO3)C[C@@H](OCCCCO)O1)N1CCN(Cc2ccc3c(c2)OCO3)CC1 | 0% | -2% | 5% |
| 17 | Cc1ccccc1OCC(=O)N/N=C/C=C/c1ccccc1 | 19% | -8% | -2% |
| 18 | COc1ccc(/C=C(\C#N)C(=O)NCc2cccs2)cc1OC | 3% | 2% | 3% |
| 19 | COc1ccccc1OCc1ccc(C(=O)NCC2CCCO2)o1 (stereo not given) | -8% | . | -8% |
| 20 | Cc1noc(C)c1S(=O)(=O)N1CCC(C(N)=O)CC1 | -3% | 0% | 0% |
| 21 | C=CCn1c(COc2ccccc2)nnc1SCc1ccc(C#N)cc1 | 0% | 5% | 0% |
| 22 | CCOc1ccc(-c2nnc(SCC(=O)NCc3ccc(C)cc3)nc2-c2ccc(OCC)c(OC)c2)cc1OC | -5% | . | 6% |
| 23 | COC(=O)NNC(=O)COc1cc(C)c(Br)cc1C(C)C | -2% | -3% | 1% |
| 24 | Nc1nnc(SCC(=O)Nc2ccccc2N2CCOCC2)s1 | 6% | 6% | -2% |
| 25 | COC(=O)C1=C(C)N(Cc2ccccc2)C(=O)N[C@H]1c1cccc(C(F)(F)F)c1 | ? | ? | 4%[21 µM] |
| 26 | CCOC(=O)C1CCN(C(=O)c2cc3c(C)cc(C)cc3[nH]2)CC1 | -3% | 30% | . |
| 27 | O=C(Cn1ncc2c(Cl)cccc21)NCc1cccc(Cl)c1 | -1% | . | 9% |
| 28 | Cc1ccc(CNC(=O)CCc2cn(Cc3ccc(C)cc3)c3ccccc23)cc1 | -2% | . | 5% |
| 29 | CCOc1ccc(NS(=O)(=O)c2ccc(NS(=O)(=O)c3cccs3)cc2)cc1 | -13% | -5% | 4% |
| 30 | CCc1ccc(OC(=O)Cc2ccc(OC)c(S(=O)(=O)N3CCOCC3)c2)cc1 | -14% | . | 0% |

New compounds follow:
| # | SMILES | FEN1 inhibitor | N370S GC | TDP1 inh |
| --- | --- | --- | --- | --- |
| 31 | c1ccc(CNc2nc(-c3ccccn3)nc3ccccc23)cc1 | -5% | -12% | . |
| 32 | COc1ccc(F)c(CN2CCC(CO)(Cc3cccc(C(F)(F)F)c3)CC2)c1 | -21% | 9% | -3% |
| 33 | C=CCCn1c(Cl)c(C#N)sc1=O | -6% | -1% | 7% |
| 34 | Cc1cc(=O)[nH]c(SCC(=O)Nc2ccc(F)c([N+](=O)[O-])c2)n1 | -7% | 2% | 3% |
| 35 | O=S(=O)(NCC(c1ccco1)S(=O)(=O)c1cccs1)c1ccc(Cl)cc1 (stereo not given) | 2% | . | -3% |
| 36 | CCOC(=O)C(C)Oc1ccsc1C(=O)OC (stereo not given) | -15% | 5% | 2% |
| 37 | CC(=O)Nc1ccc2c(c1)ncn2-c1ccc(C)cc1 | 9% | -15% | -1% |
| 38 | O=C1CC(c2c(F)cccc2Cl)C(n2cncn2)C(O)=C1C1NCCc2ccccc21 (stereo not given) | 9% | -4% | 3% |
| 39 | NCC12CC3CC(C1)CC(CN)(C3)C2 | 5% | -6% | 0% |
| 40 | CC(C)N1CCC(N2CCN(Cc3ccc(Oc4ncccn4)cc3)CC2CCO)CC1 (stereo not given) | 14% | 7% | . |
| 41 | COC(=O)C1=C(C(=O)OC)[C@@H]2N(C)c3ccc(OC)cc3[C@@]23C[C@@H](C(=O)OC)N(S(=O)(=O)c2ccc4c(c2)OCCN4C)C3=N1 | . | 3%[12.8 µM] | 12%[12.3 µM] |
| 42 | COc1cccc(NC(=O)CN(C)C(=O)c2ccc3ccccc3c2)c1 | -16% | 2%[12.8 µM] | 3% |
| 43 | CCC1CN(C(=O)Nc2cc(OC)cc(OC)c2)c2ccccc2S1 (stereo not given) | -21% | . | 6% |
| 44 | COC(=O)Cc1ccc(OC(=O)CCS(=O)(=O)c2ccc(C)cc2)cc1 | 1% | -10% | . |
| 45 | CC(=O)Nc1nnc(SCC(=O)NCCOc2ccccc2)s1 | -4% | 3% | 7% |

Next section:
| # | SMILES | FEN1 inhibitor | N370S GC | TDP1 inh |
| --- | --- | --- | --- | --- |
| 46 | O=C(CSC1CC(=O)N(CC(c2ccccc2)c2ccccc2)C1=O)Nc1ccc(Cl)cc1 (stereo not given) | -22% | 18% | -2% |
| 47 | COc1cc(/C=C/c2ccc(O)cc2)cc(OC)c1 | -15% | -17% | 6% |
| 48 | CCOc1cc(/C=C/C(=O)OCC(=O)NCc2ccco2)cc(Cl)c1OC | -9% | -4% | 2% |
| 49 | CN(C)S(=O)(=O)c1cccc(NC(=O)COC(=O)/C=C/c2ccc(Br)o2)c1 | -7% | 6% | . |
| 50 | O=c1cnn([C@@H]2O[C@H](CO)[C@@H](O)[C@H]2O)c(=O)[nH]1 | 14% | -14% | 3% |
| 51 | O=C(Cc1ccc(-n2c(=O)[nH]c3ccsc3c2=O)cc1)NCc1cccnc1 | 1% | 6% | 5% |
| 52 | CCOC(=O)c1cc2c(=O)n3ccccc3nc2n(C)c1=NC(=O)c1cc2ccccc2o1 | 6% | . | 0% |
| 53 | O=C(CSc1nnc(CSc2nc3ccccc3s2)o1)NC1CCCCC1 | 3% | 3% | 6% |
| 54 | Cc1ccc(CNC(=O)CN2CCN(Cc3ccc(F)cc3Cl)C2=O)cc1 | -22% | . | -9%[12.3 µM] |
| 55 | C=CCN1C(=O)c2ccc(C(=O)N(C)CC(=O)Nc3ccc(OCC)c(OCC)c3)cc2C1=O | -12% | -1% | 5%[0.505 µM] |
| 56 | CCOC(=O)/C(C#N)=C/C=C1/C=CC=CN1C | 13% | -19% | 5% |
| 57 | CC(C)(C)N1C(=O)[C@H]2[C@@H]3[C@H](O)[C@H](O)CC(=O)[C@H]3CC[C@H]2C1=O | . | 5%&-4%[12.8 µM] | -4%&9%[21 µM] |
| 58 | Cc1ccc(C(=O)OCC(=O)NC2CCS(=O)(=O)C2)c(C)c1 (stereo not given) | -15% | . | -4% |
| 59 | COCC(=O)Nc1ccc(-c2cn3cccnc3n2)cc1 | 39% | ? | 2% |
| 60 | Cn1c(CCCOc2ccc(Cl)cc2Cl)nnc1SCC(=O)Nc1nccs1 | -2% | 4% | 1% |

Some entries already given, limited to FEN1 inhibitor:
no.	Molecule	FEN1 inhibitor
48	CCOc1cc(/C=C/C(=O)OCC(=O)NCc2ccco2)cc(Cl)c1OC	-9%
51	O=C(Cc1ccc(-n2c(=O)[nH]c3ccsc3c2=O)cc1)NCc1cccnc1	1%
55	C=CCN1C(=O)c2ccc(C(=O)N(C)CC(=O)Nc3ccc(OCC)c(OCC)c3)cc2C1=O	-12%
50	O=c1cnn([C@@H]2O[C@H](CO)[C@@H](O)[C@H]2O)c(=O)[nH]1	14%
47	COc1cc(/C=C/c2ccc(O)cc2)cc(OC)c1	-15%

Later entries
| # | SMILES | FEN1 inhibitor | N370S GC | TDP1 inh |
| --- | --- | --- | --- | --- |
| 61 | NC(=O)CN1C(=O)C(=O)N(Cc2cccc(C(F)(F)F)c2)C1=O | 15% | -20% | . |
| 62 | CCCCCCCCC1CO1 (stereo not given) | . | -2% | 9% |
| 63 | CC1CN(S(=O)(=O)c2ccc(C(=O)N(C)C3CCCCC3)cc2)CC(C)O1 (stereo not given) | 3% | . | 0% |
| 64 | Cc1ccccc1OCC(=O)N/N=C/c1sc(=O)n(Cc2cccc(C(=O)O)c2)c1Cl | 9% | -11% | -6% |
| 65 | CCCCn1c(=O)[nH]c2nc3cc(N)ccc3nc2c1=O | ? | 6% | 8% |
| 66 | O=C(COC(=O)CN1C(=O)c2ccccc2C1=O)Nc1ccccc1[N+](=O)[O-] | 13% | . | 2% |
| 67 | CCC1(c2ccccc2)C(=O)NCNC1=O | 2%[57.1 µM] | -9% | -2% |
| 68 | O=C(Nc1c2c(nn1-c1ccc(F)cc1)CS(=O)(=O)C2)c1ccc2c(c1)OCO2 | 5% | -9% | 2% |
| 69 | COc1cccc(CNC(=O)c2cc(S(=O)(=O)N3CCOCC3)cn2C)c1 | 16% | -7% | . |
| 70 | CC1(C)CC[C@]2(CO)CC[C@]3(C)C(=CCC4[C@@]5(C)CC[C@H](O)[C@@](C)(CO)C5CC[C@]43C)[C@@H]2C1 (stereo not given in full) | -6% | . | 0% |
| 71 | CCCCOc1ccc(/C=N/NC(=O)c2nnn(-c3nonc3N)c2C)cc1 | 7% | -2% | 4% |
| 72 | CCOc1ccc(N2C(=O)C3CCCN3C2=S)cc1 (stereo not given) | -17% | . | 1% |
| 73 | NC(=O)[C@H]1CC2(CC(c3cccc(NC(=O)COc4ccc(Cl)cc4)c3)=NO2)CN1C(=O)c1ccc(Cl)cc1 (stereo not given in full) | -7% | -3% | -1% |
| 74 | C/C(=C\C(=O)N1CCc2ccccc21)C(=O)O | 0% | 4% | 3% |
| 75 | COC(=O)CCc1sc(Nc2ccccc2)nc1-c1ccc(OC)cc1 | -14% | 3% | 7% |
| 76 | O=C1[C@@H]2[C@H]3CC[C@H](C3)[C@@H]2C(=O)N1O | -2% | -9% | . |
| 77 | COC(=O)C1=C(O)C2(C(=O)O)CC(C(=O)OC)=C(O)C(C(=O)O)(C1)C2 | 0% | -4% | . |

Of the compounds above, 3 contain a CF3 group:
| # | SMILES | FEN1 inhibitor | N370S GC | TDP1 inh |
| --- | --- | --- | --- | --- |
| 25 | COC(=O)C1=C(C)N(Cc2ccccc2)C(=O)N[C@H]1c1cccc(C(F)(F)F)c1 | ? | ? | 4%[21 µM] |
| 32 | COc1ccc(F)c(CN2CCC(CO)(Cc3cccc(C(F)(F)F)c3)CC2)c1 | -21% | 9% | -3% |
| 61 | NC(=O)CN1C(=O)C(=O)N(Cc2cccc(C(F)(F)F)c2)C1=O | 15% | -20% | . |

From compound 61 as far as 62, as listed above:
| # | SMILES | FEN1 inhibitor | N370S GC | TDP1 inh |
| --- | --- | --- | --- | --- |
| 61 | NC(=O)CN1C(=O)C(=O)N(Cc2cccc(C(F)(F)F)c2)C1=O | 15% | -20% | . |
| 62 | CCCCCCCCC1CO1 (stereo not given) | . | -2% | 9% |

Bioassay records deposited in PubChem BioAssay by National Center for Advancing Translational Sciences (NCATS).
